Screening data deposited in PubChem by several laboratories.
rCAG binder = molecules binding r(CAG) RNA repeats. hit rate 1.3% among 370,000. inhibition, % at 3 µM. AID 651821. r(CAG) RNA repeat, TO-PRO-1 dye displacement fluorescence;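 active = inhibition above the plate cutoff, the mean of all test compounds on that plate plus 3 SD, cut at about 35% in these data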;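 also: 0% = DMSO alone and 100% = 100 µM mitoxantrone as full dye displacement; higher means more dye released from RNA so lower well fluorescence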
PRMT1 inh = blocks human protein arginine methyltransferase 1; recombinant PRMT1, activity-based probe fluorescence polarization; AID 652257; inhibition, % at 2.79 µM; Q99873; hit rate 1.3% among 370,000;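 active = inhibition above about 21% made by adding two undisclosed values, limit read from the data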
LEDGF integ inh = blocks HIV-1 LEDGF/p75-dependent DNA integration; TR-FRET IN-LEDGF/p75 DNA integration, Eu/Cy5; hit rate 0.64% among 370,000; inhibition, % at 3.7 µM;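 active = inhibition above the screen-wide mean plus 3 SD, cut at about 13% in these data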;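 also: signal is the Cy5 over europium emission ratio at 671 and 618 nm; 0% = plate median of compound wells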
UHRF1 binding = human UHRF1 methylated DNA binding inhibitors | UHRF1 binding to methylated oligo, TR-FRET | inhibition, % at 4.4 µM | hit rate 0.75% among 370,000 | AID 687016; in the data active = inhibition above about 21%;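 also: UHRF1 SRA domain binding a hemimethylated CpG hairpin DNA probe; 0% = median of test compound wells and 100% = reference inhibitor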
HTRA1 inh = HTRA1 (human) protease inhibition | recombinant HTRA1, FP-rhodamine activity-based probe, fluorescence polarization | inhibition, % at 5.96 µM | hit rate 0.5% among 340,000; in the data active = inhibition above about 36%;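 also: 0% = enzyme with DMSO and 100% = wells lacking enzyme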
mABHD4 FP = inhibitors of mouse ABHD4 | Q8VD66 | purified mABHD4, FP-Rh probe fluorescence polarization | inhibition, % at 8.92 µM | hit rate 0.54% among 370,000 | AID 720543;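 active = inhibition exceeding the mean over every tested compound plus 3 SD, cut at about 30% in these data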;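 also: 0% = plate median of compound wells and 100% = S159A mutant with DMSO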
Target sequence (Q8VD66 whole entry, looked up): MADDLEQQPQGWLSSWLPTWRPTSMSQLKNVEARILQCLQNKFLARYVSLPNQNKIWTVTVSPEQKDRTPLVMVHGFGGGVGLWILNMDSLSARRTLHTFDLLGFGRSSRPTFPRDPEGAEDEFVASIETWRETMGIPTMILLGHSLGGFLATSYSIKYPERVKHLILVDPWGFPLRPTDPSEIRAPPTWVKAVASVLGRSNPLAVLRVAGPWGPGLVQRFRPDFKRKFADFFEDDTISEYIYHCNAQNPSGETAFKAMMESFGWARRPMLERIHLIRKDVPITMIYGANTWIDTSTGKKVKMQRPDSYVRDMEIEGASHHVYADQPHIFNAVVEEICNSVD
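assay system = mABHD4 protein | compound dosing = single nominal dose of 8.92 µM, 0.89% DMSO final | read-out basis = percent inhibition of probe binding, normalized to plate controls | schedule = Enzyme–compound pre-incubation 45 min, then probe 60 min, both 25 °C | detection = fluorescence polarization, excitation 525 nm, emission 598 nm, BODIPY TMR filters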
MBD2 inh = inhibitors of human MBD2 binding to methylated oligonucleotide; inhibition, % at 4.4 µM; hit rate 0.31% among 370,000; Q9UBB5; AID 686964; TR-FRET; in the data active = inhibition above about 13%
TCR-CD3 inh = blocks the human TCR-CD3 interaction | inhibition, % at 9.4 µM | hit rate 0.37% among 360,000 | TAMRA-labeled TCR probe fluorescence, biochemical; in the data active = inhibition above about 19%;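 also: recombinant mutant TCR 2C K166C tagged with TAMRA read by polarization; 0% = receptor in buffer alone and 100% = receptor with positive control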
Rev-erbA mod = modulators of human Rev-erb alpha DNA binding. Rev-erbα–FITC-DNA binding, fluorescence polarization, 90 min. activity, % at 10 µM. hit rate 0.79% among 370,000. AID 1259318;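 active = activity above about 14%, limit read from the data; passing the limit was not always enough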;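 also: 0% = DMSO wells with 35 nM protein and 100% = DMSO wells with 750 nM protein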
Target sequence (P20393 whole entry, looked up): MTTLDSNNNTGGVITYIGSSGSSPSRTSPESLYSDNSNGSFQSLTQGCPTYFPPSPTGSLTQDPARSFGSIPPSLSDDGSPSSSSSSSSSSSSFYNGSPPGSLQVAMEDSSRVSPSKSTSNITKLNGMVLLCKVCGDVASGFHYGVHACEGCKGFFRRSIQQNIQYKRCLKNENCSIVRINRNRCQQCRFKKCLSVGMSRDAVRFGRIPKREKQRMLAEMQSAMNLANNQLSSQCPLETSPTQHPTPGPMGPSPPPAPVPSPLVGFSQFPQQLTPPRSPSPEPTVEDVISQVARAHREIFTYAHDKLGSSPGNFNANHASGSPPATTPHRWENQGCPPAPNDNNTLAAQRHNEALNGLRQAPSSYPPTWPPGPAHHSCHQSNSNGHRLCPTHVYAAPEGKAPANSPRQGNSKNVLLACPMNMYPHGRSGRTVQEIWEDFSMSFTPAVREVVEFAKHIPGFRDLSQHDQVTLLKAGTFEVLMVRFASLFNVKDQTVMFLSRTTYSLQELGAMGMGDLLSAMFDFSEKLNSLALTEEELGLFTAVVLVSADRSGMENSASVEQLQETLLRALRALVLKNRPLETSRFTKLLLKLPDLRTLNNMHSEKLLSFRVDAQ
PG9 Ab binder = PG9 antibody binding by small molecule; AID 624416; inhibition, % at 6.7 µM; hit rate 0.43% among 360,000; TR-FRET gp120-PG9 antibody binding; in the data active = inhibition above about 8.5%
The depositor's hits bear a star; · = no result given. Some of the compounds tested (hit frequency here may not be typical).

SMILES | rCAG binder | PRMT1 inh | LEDGF integ inh | UHRF1 binding | HTRA1 inh | mABHD4 FP | MBD2 inh | TCR-CD3 inh | Rev-erbA mod | PG9 Ab binder
O=C(COC(=O)CNC(=O)c1cccc([N+](=O)[O-])c1)Nc1cccc(S(=O)(=O)N2CCCCC2)c1 | 7 | 0 | 0 | 1 | -5 | 0 | 4 | -4 | -3 | 1.0
Cc1ccc(OCCC(=O)NNC(=O)c2ccc(Br)cc2)cc1 | 6 | -1 | 1 | 0 | -2 | 2 | -2 | 1 | 0 | 1.2
O=C(NCc1ccco1)C1CCCN(c2ncccn2)C1 (stereo unspecified) | 1 | 3 | -4 | 1 | · | 1 | 4 | · | -4 | ·
CCOc1ccc(NC(=O)CN(C)C(=O)CCNC(=O)c2ccc(Br)cc2)cc1OCC | -2 | 4 | 2 | 4 | 5 | -6 | 3 | -9 | 3 | 2.6
C[C@H]1CN(c2ccc(Br)cc2)C(=O)[C@@H]1CC(=O)Nc1ccc(Br)cc1 | 5 | -1 | -4 | 3 | -10 | 4 | -5 | 5 | 1 | 0.3
Cc1nc2sc(C(c3cccc(F)c3)N3CCC(C)CC3)c(O)n2n1 (stereo unspecified) | -6 | 0 | -1 | -3 | 8 | 4 | 0 | 2 | 4 | 0.5
C=CCNC(=O)c1cc(-c2ccccc2)sc1N | 9 | 7 | -4 | -5 | · | 7 | -5 | 10 | -4 | -6.0
CC(=O)Oc1ccc(N(C(C)=O)S(=O)(=O)c2cccs2)cc1 | 1 | 2 | -1 | 0 | 2 | 3 | -5 | 0 | 1 | -2.9
O=C(Nc1ccc(F)cc1)Nc1cc(OCC(F)(F)F)cc(OCC(F)(F)F)c1 | 5 | -4 | 8 | 0 | -36 | -51 | 0 | 7 | 2 | -0.2
NC(=O)c1c(NC(=O)c2ccccc2Cl)sc2c1CCC2 | 11 | -2 | -4 | -3 | -17 | -8 | 0 | 5 | -3 | -0.9
O=C(NC1CCCC1)c1cnn2c(C(F)(F)F)cc(-c3ccco3)nc12 | 15 | 0 | -1 | -2 | -8 | 13 | -2 | -2 | 3 | -0.2
Cc1cc(NCCCN)nc(-c2ccccc2O)n1 | 7 | -1 | -1 | 0 | -4 | 4 | 4 | -2 | -3 | 2.0
Cc1ccc(OCC(=O)N/N=C\c2ccc(-c3cccc(C(=O)O)c3)o2)c(C)c1 | 46* | 2 | 3 | 13 | -11 | 2 | -1 | 12 | 2 | -1.0
CCN1C(=O)[C@H]2[C@@H](c3ccc(-c4cccc(Cl)c4)cc3)N3CCCC[C@@]3(C(=O)OC)[C@H]2C1=O | 7 | -2 | -2 | -6 | -38 | -7 | 3 | 2 | -7 | -1.7
O=C(O)C1=CC2C=C(Cl)C=CC2OC1=O (stereo unspecified) | 3 | 0 | -2 | 3 | -2 | -2 | -4 | 2 | 3 | -1.6
COc1ccc(Br)cc1S(=O)(=O)NCCc1cccs1 | 2 | -4 | 0 | -2 | -3 | 1 | -3 | 1 | -2 | 0.7
COCc1cc(=O)n2c(-c3ccc(C)cc3)n[nH]c2n1 | 28 | -1 | -1 | 0 | -1 | 2 | 2 | 8 | 1 | -2.8
CCc1nc2c(OCCC3CCCCC3)cccn2c1N(C)C(=O)COc1ccccc1 | 8 | 9 | 0 | 1 | · | -25 | 4 | -8 | -6 | 2.1
C[C@@H]1CN[C@H](CCO)/C1=C\c1ccccc1 | 1 | 0 | -2 | 0 | 4 | -2 | 0 | 3 | -4 | 0.2
CC1CC(C)CN(C(=O)COC(=O)c2ccc(Cl)nc2)C1 (stereo unspecified) | -6 | -1 | 2 | -1 | 4 | 1 | -5 | 4 | 1 | 1.7
C[C@H]1CN([C@@H](C)CO)C(=O)c2cc(-c3cccc(F)c3)cnc2O[C@H]1CN(C)C(=O)c1cnccn1 | 3 | -1 | -3 | -1 | 2 | 0 | -2 | 7 | -4 | -0.4
O=C1c2ccccc2CSc2c(O)cccc21 | 3 | -7 | 0 | 1 | · | 2 | 3 | 0 | 5 | -3.7
O=C(COC(=O)c1ccc[nH]c1=O)Nc1ccc(S(=O)(=O)N2CCCC2)cc1 | 7 | 4 | -4 | 0 | 0 | -1 | 4 | -3 | 1 | 0.5
Cc1cc(OCC(=O)Nc2cc(S(=O)(=O)N3CCOCC3)ccc2N2CCCC2)ccc1C(C)C | 1 | 6 | 0 | 6 | -6 | -4 | 7 | -8 | -3 | 1.4
CCCCN(CCCC)CCNC(=O)CSCc1ccc(C)cc1 | -8 | 2 | 3 | -1 | -4 | 21 | -6 | 8 | 5 | -0.1
CCN(CC)C(=O)C[n+]1cccc(/C=N/O)c1 | -2 | 3 | 2 | 1 | 5 | -3 | 6 | -2 | 2 | 3.5
CCc1nc2c(OCc3ccccc3C)cccn2c1N(C)C(=O)C1CC1 | 0 | -5 | 0 | -1 | · | 6 | -1 | -2 | -7 | -0.1
Cc1ccc2cc(C#N)c(NCCNC(=S)NCCCN3CCOCC3)nc2c1 | -3 | 2 | 1 | -1 | -1 | 3 | -5 | 2 | 1 | -1.5
OC(CNCc1ccccc1)c1ccccc1 (stereo unspecified) | -2 | 1 | -2 | 0 | -3 | 1 | 2 | -7 | 4 | 2.4
C#CCOCCOCCOCCNc1nc(N2CCN(C(=O)[C@H](CC(N)=O)n3cc(C(N)[C@H](C)CC)nn3)CC2)nc(N2CCN(C(=O)[C@H](CC(N)=O)n3cc(C(N)[C@@H](C)CC)nn3)CC2)n1 (stereo partly specified) | 2 | -2 | 2 | 17 | -4 | 6 | 10 | 6 | -4 | -0.1
C#CCN(C[C@H]1[C@H](OC(=O)Nc2c(C)noc2C)[C@H](OC(=O)Nc2c(C)noc2C)C[C@H]2C(=O)N(c3ccccc3)C(=O)[C@@H]12)S(=O)(=O)c1ccc(C)cc1 | 17 | -3 | 6 | -3 | 1 | 4 | -2 | 4 | -1 | 0.1
CCOC(=O)C1CCCN(C(=O)c2cn(CC(C)C)c(=O)c3cc(OC)c(OC)cc23)C1 (stereo unspecified) | 4 | -2 | 0 | 0 | 3 | 9 | -2 | -8 | -1 | -2.4
O=C(COc1ccccc1[N+](=O)[O-])Nc1cccnc1 | -2 | -1 | 2 | -3 | 1 | -2 | 2 | 1 | -5 | 0.5
Cc1nc2c(-c3ccc(F)cc3)c(C)[nH]n2c(=O)c1Cl | 11 | -1 | -1 | -10 | 0 | 0 | -4 | 8 | 4 | -5.0
O=[N+]([O-])c1ccc(OCCN2CCNCC2)cc1 | 4 | 0 | 7 | -4 | 7 | 5 | 3 | 0 | 2 | -3.5
O=C(N/N=C/c1cccs1)c1cccc2cc[nH]c12 | 1 | -1 | 3 | -5 | -3 | 0 | -2 | 4 | 1 | -0.4
COc1ccc(NC(=O)c2cc(=O)[nH]c3ccccc23)cc1S(=O)(=O)N1CCOCC1 | 4 | -6 | 7 | 0 | -8 | -5 | -5 | -2 | -7 | 3.5
O=C(c1ccccc1)n1c(=S)nc2ccccn21 | 0 | -3 | -1 | 3 | 6 | 1 | 5 | 3 | -1 | 2.6
COc1ccccc1-n1ccn(CC(=O)Nc2ccc(C)cc2Cl)c(=O)c1=O | -1 | 3 | -5 | -1 | 1 | 3 | -1 | -5 | -5 | 0.3
NC(=O)C(c1ccc(Cl)cc1Cl)c1ncc(C(F)(F)F)cc1Cl (stereo unspecified) | -4 | 1 | 5 | 7 | 2 | -10 | 1 | -4 | 3 | 3.0
CCOc1ccc(Br)cc1S(=O)(=O)Nc1ncn[nH]1 | 3 | -1 | -3 | 2 | 10 | 10 | -3 | 12 | 5 | 2.3
Nc1nc(SCC(=O)N2CCCC2)[nH]c(=O)c1-c1ccccc1 | 0 | -3 | -1 | 2 | -4 | -2 | -3 | 4 | -1 | -0.2
O=C(NCCC1CCCCN1S(=O)(=O)c1cccs1)C(=O)NCc1ccccc1 (stereo unspecified) | -4 | -1 | 2 | 0 | -7 | 3 | -4 | -1 | 11 | -3.4
NS(=O)(=O)c1ccc(CCNC(=O)c2cc3ccccc3s2)cc1 | 19 | -2 | -8 | -3 | -23 | -3 | -5 | 9 | 23* | -0.7
O=C(NC1CC1)C(=O)c1c(-c2ccccc2)[nH]c2ccccc12 | 0 | 4 | 1 | 2 | 1 | 6 | 10 | -2 | -3 | -0.6
NC(=O)NC(=O)COC(=O)c1cccnc1Nc1ccccc1F | -3 | 4 | -7 | 5 | 0 | 7 | 4 | -9 | 9 | 0.6
CCOC(=O)c1c(NC(=O)COC(=O)c2cnccn2)sc(C(=O)NC)c1C | 3 | -2 | 4 | -2 | 3 | -2 | -3 | 3 | 1 | -0.1
CS(=O)(=O)Nc1ccccc1C(=O)N1CCCC1 | -1 | 1 | -1 | 0 | -4 | 3 | -2 | 0 | 7 | 0.1
CCNc1nc(NCC)nc(OCCOC(=O)Nc2ccccc2)n1 | -4 | 2 | -3 | 6 | -9 | -6 | 0 | -2 | -3 | 0.1
COc1cc(C2NC(=O)N(C)C(C)=C2C(=O)OCc2ccccc2)cc(Br)c1O (stereo unspecified) | -1 | -2 | 1 | -4 | 4 | -5 | 3 | -1 | -3 | 0.8
O=C(NN1C(=O)/C(=C/c2cccc(O)c2)SC1=S)c1ccccc1O | 75* | 9 | 2 | -7 | 6 | 3 | -1 | 28* | 2 | -2.4
N#Cc1c2c(nc(N)c1-c1ccccc1)CCCCC2 | 1 | 1 | 1 | -3 | 0 | 1 | 5 | 11 | 10 | -0.1
CCc1ccc(-c2ccc(SCC(=O)Nc3nnc(C)s3)nn2)cc1 | 3 | -2 | -3 | -2 | -5 | -12 | -3 | 0 | -3 | -0.3
O=C(c1ccccc1)N1CCC(c2nc(-c3ccc(S(=O)(=O)N4CCOCC4)cc3)no2)CC1 | -1 | 0 | 3 | 7 | 5 | -1 | 2 | -7 | 6 | 1.5
COCCN(C(=O)COC(=O)c1sccc1C)c1c(N)n(Cc2ccccc2)c(=O)[nH]c1=O | -2 | 6 | -4 | 1 | -3 | 1 | 1 | -2 | -3 | -0.6
CCn1cc(C(=O)NCC2CCCO2)c(=O)c2cc(S(=O)(=O)N3CCC(C)CC3)ccc21 (stereo unspecified) | -2 | 2 | -1 | -2 | -2 | -4 | -2 | 5 | -8 | -1.1
COc1ccccc1S(=O)(=O)N(C)C[C@H]1OCc2cnnn2CCCC(=O)N([C@H](C)CO)C[C@H]1C | 2 | -3 | 4 | -2 | 4 | -3 | 1 | 0 | 3 | 0.3
COc1ccc(-c2cn3nc4c(nc3n2)CCCC4)cc1 | 7 | 2 | 7 | -11 | 13 | 11 | -4 | -2 | 7 | -0.9
COc1cc(C(c2sc3nc(C)nn3c2O)N2CCOCC2)cc(OC)c1OC (stereo unspecified) | 1 | -5 | -1 | 1 | 5 | -1 | -2 | 1 | -3 | -3.3

An excerpt from above, reduced to TCR-CD3 inh:
structure	TCR-CD3 inh
NS(=O)(=O)c1ccc(CCNC(=O)c2cc3ccccc3s2)cc1	9
O=C(NC1CC1)C(=O)c1c(-c2ccccc2)[nH]c2ccccc12	-2
NC(=O)NC(=O)COC(=O)c1cccnc1Nc1ccccc1F	-9
